# PKM2 act – increases activity of human pyruvate kinase M2. purified PKM2, Kinase-Glo ATP luminescence, activation; response scale: 0% is enzyme alone, no compound. Potency, µM (top dose mostly 57.5 µM), for inactives: at the top dose activation, usual class: activators. 260,000 compounds, 0.34% hits; note: potency is the fitted concentration of half-maximal effect; % is set by controls: 0 for no effect and ±100 for the full control effect; nearly all actives have a fitted effect of over 55% in size
#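 Purified hPK-M2 (>95% pure) converted ADP (0.1 mM final) to ATP with 0.5 mM PEP in 50 mM imidazole pH7.2, KCl, MgCl2, Tween 20, BSA; 1 h at room temperature. ATP detected by Kinase-Glo luminescence.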
# Menin MLL FP TR – menin-MLL binding inhibition, Texas Red mutant peptide | Menin + Texas Red MLL mutant peptide, fluorescence polarization | Potency, µM (highest dose often 61.6 µM), inactives show top-dose FP activity change, negative = inhibition, most hits filed as inhibitors | 270,000 compounds, 0.23% hits | AID 1768; active = well fitted inhibition curve with a large enough effect in the polarisation, with a control signal flat, not every such curve was filed as active; inconclusive = small, poorly fitted or top-dose-only effect, or effect the other way, or a change in a side signal; inactive = no such curve, though single readings can be large or run the other way; the % refers to the polarisation; note: potency is the fitted concentration of half-maximal effect; % of control where 0% means no effect; many of its hits are not listed in these tables
# VP16 counter – counter-screen for ROR gamma inhibitors: Gal4-VP16 reporter. Drosophila S2 Gal4-VP16 UAS-luciferase, luminescence, 20 h. Potency, µM (highest dose often 53.6 µM), for the others: at the highest dose activity, negative = inhibition, most hits filed as inhibitors. 310,000 compounds, 3.5% hits;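 note: Gal4-VP16 expression switched on by copper sulfate through the metallothionein promoter; potency is the fitted concentration of half-maximal effect; % is set by controls: 0 for no effect and ±100 for the full control effect; nearly all actives have a fitted effect of over 50% in size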
# Rab9 promoter act – activators of Rab9 promoter. AID 485297. 320,000 compounds, 2.8% hits. Potency, µM (highest dose often 9.22 µM), for inactives: at the highest dose activation, negative = inhibition, hits mostly activators. Huh7 Rab9 promoter-luciferase reporter, luminescence, 24 h; note: potency is the fitted concentration of half-maximal effect; % of control where 0% means no effect; nearly all actives have a fitted effect of over 60% in size
#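 Huh7 cells stably carrying Rab9 promoter–luciferase reporter, plated 1500 cells/well, compound added after 2 h and incubated 24 h at 37 °C; luciferase luminescence then read after 10 min with detection reagent.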
# FLuc modulator – firefly luciferase modulation, counter-screen for miR-21 project | P08659 | purified FLuc, Km substrates, luminescence inhibition | Potency, µM (highest dose often 57.5 µM), for inactives: top-dose activity change, negative = inhibition, hits mostly inhibitors | 360,000 compounds, 6.9% hits;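 note: potency is the fitted concentration of half-maximal effect; plate controls were vehicle for no effect and reference inhibitor for full effect; nearly all actives have a fitted effect of over 55% in size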
# Target sequence (P08659 whole entry, looked up): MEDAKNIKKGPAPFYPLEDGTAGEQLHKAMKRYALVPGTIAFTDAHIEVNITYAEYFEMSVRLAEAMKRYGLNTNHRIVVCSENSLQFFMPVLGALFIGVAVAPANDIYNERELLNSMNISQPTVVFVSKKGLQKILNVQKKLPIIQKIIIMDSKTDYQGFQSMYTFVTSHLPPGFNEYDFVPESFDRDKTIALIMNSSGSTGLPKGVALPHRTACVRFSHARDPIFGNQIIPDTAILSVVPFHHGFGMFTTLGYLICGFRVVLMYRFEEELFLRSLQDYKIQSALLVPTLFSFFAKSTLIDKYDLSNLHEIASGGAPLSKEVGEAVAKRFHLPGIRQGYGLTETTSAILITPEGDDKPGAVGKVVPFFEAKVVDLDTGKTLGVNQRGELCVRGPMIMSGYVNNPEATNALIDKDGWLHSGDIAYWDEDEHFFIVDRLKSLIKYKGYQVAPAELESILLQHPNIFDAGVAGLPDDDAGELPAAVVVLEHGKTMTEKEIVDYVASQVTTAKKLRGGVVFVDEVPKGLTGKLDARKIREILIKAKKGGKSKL
#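 Biochemical qHTS of compounds, final roughly 60 µM downward over six points, against 10 nM purified firefly luciferase using Km concentrations of substrates (10 uM D-luciferin, 10 uM ATP) in Tris acetate pH 7.5 buffer; luminescence output.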
# NPC1 prom act – activates the NPC1 promoter. Huh7 NPC1 promoter luciferase reporter, 24 h. Potency, µM (series often up to 9.22 µM), for the others: top-dose activation, most hits filed as activators. 320,000 compounds, 2.4% hits;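 note: potency is the fitted concentration of half-maximal effect; % of control where 0% means no effect; nearly all actives have a fitted effect of over 60% in size; reporter is driven by a mutant NPC1 promoter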
#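 Cells: Huh7 expressing luciferase under the NPC1 promoter, 1500/well. Seeded 2 h, compound added, incubated 24 h at 37 °C. Luciferase reagent, 10 min ambient, then luminescence.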
# Mito fusion yeast – inhibitors of mitochondrial division or activators of mitochondrial fusion; S. cerevisiae fusion-defective mutant growth rescue, CellTiterGlo 48 h; Potency, µM (doses to about 46.1 µM), for the others: at the highest dose growth rescue (activation), hits mostly activators; 320,000 compounds, 0.23% hits; AID 485298;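 note: potency is the fitted concentration of half-maximal effect; % of control where 0% means no effect; nearly all actives have a fitted effect of over 45% in size; temperature-sensitive fusion mutants such as fzo1-1 at 37 °C on non-fermentable ethanol glycerol medium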
#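 Growth-rescue viability read-out: after 48 h at the non-permissive 37C in glycerol/ethanol YPEG, yeast mitochondrial fusion mutants are measured by CellTiterGlo luminescence; compounds (23 nl pinned per well) restoring growth score as division inhibitors or fusion activators.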
# RORgamma inh – blocks mouse ROR gamma transcriptional activity | Drosophila S2 Gal4-RORgamma UAS-luciferase reporter, 20 h | Potency, µM (series often up to 53.6 µM), for the others: at the highest dose activity change, negative = inhibition, hits mostly inhibitors | 310,000 compounds, 5.4% hits; note: potency is the fitted concentration of half-maximal effect; % is set by controls: 0 for no effect and ±100 for the full control effect; nearly all actives have a fitted effect of over 60% in size
#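 ROR gamma transcriptional activity was tracked as Gal4-UAS luciferase output in stably transfected Drosophila Schneider cells, with compound added 1 hr before 700 uM copper sulfate induction and a 20 hr ambient-temperature incubation.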
# ELG1 repair inh – ELG1-dependent DNA repair inhibition | 330,000 compounds, 2.3% hits | HEK293T ELG1-luciferase reporter, luminescence, 16 h; DNA damage induced by 5-fluorouridine | Potency, µM (top dose mostly 46.1 µM), for the others: top-dose activity change, negative = inhibition, most hits filed as inhibitors; note: potency is the fitted concentration of half-maximal effect; % is set by controls: 0 for no effect and ±100 for the full control effect; nearly all actives have a fitted effect of over 55% in size
#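 Quantitative HTS, concentration-response format. 2,000 cells/well co-treated with 5-fluorouridine and compound, 16 hr in 5% CO2 at 37 °C; ONE-Glo luminescence read after 30 min.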
# KCNH2 3.1 block – KCNH2 3.1 (human) potassium channel inhibition; U2OS KCNH2 3.1, thallium flux FluxOr; active compounds read low; 340,000 compounds, 0.95% hits; AID 720553; activity change, % (tested at about 1.8 µM);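 active = maximum activity change below -70%; inconclusive = maximum activity change from -70% to -50%; inactive = maximum activity change above -50%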;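 note: thallium influx rate constant from kinetic fluorescence after stimulation buffer; % is set by controls: 0 for no effect and ±100 for the full control effect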
#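 U2OS cells transduced with KCNH2 3.1 mutant virus (1.77 x 10^8 /mL, 4 h), plated overnight at 37 C, loaded 45 min with FluxOr dye plus Red40 quencher. Thallium flux rate constant from kinetic reads after stimulation buffer, normalised to controls.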
# MBNL1-CUG inh – inhibitors of human MBNL1 binding to CUG repeat RNA. Q9NR56. TR-FRET MBNL1-His/biotin-(CUG)12 binding, 665/545 ratio. Potency, µM (top dose mostly 57.5 µM), without a hit: at the top dose activity change, negative = inhibition, hits mostly inhibitors. 280,000 compounds, 0.036% hits. AID 2675; active = well fitted inhibition curve with a large enough effect in the signal ratio, with a control signal flat, not every such curve was filed as active; inconclusive = small, poorly fitted or top-dose-only effect, or effect the other way, or a change in a side signal; inactive = no such curve, though single readings can be large or run the other way; the % refers to the signal ratio; note: potency is the fitted concentration of half-maximal effect; % is set by controls: 0 for no effect and ±100 for the full control effect
# Target sequence (Q9NR56 whole entry, looked up): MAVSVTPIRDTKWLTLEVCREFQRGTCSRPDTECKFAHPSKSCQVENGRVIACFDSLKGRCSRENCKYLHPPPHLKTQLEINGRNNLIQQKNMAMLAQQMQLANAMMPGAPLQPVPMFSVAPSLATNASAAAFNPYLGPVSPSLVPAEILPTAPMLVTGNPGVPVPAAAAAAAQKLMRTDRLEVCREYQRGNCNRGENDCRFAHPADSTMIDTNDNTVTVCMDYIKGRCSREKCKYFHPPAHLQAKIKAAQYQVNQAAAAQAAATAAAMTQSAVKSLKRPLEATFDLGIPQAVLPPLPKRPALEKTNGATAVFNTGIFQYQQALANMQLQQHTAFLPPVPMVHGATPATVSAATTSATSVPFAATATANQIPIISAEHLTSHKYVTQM
#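 TR-FRET between His-tagged MBNL1 and biotin-(CUG)12 RNA, detected with Tb anti-His antibody (0.055 ng/ul) and streptavidin-XL665 (5 nM), 60 min at room temperature. Compounds titrated 92 nM to 58 uM; 665/545 nm ratio normalized to buffer and complex controls.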
# * marks the source's active call; other numbers are inactive results; ? = inconclusive; nt = no result given; & = joins results of further samples; [ ] = another dose, or the depositor's remark. Unless noted, calls come from the whole dose curve; as a rule, active = well fitted curve in the direction sought with a large enough effect; inconclusive = small, poorly fitted or top-dose-only effect, or another doubt; inactive = no such curve, though single readings can be large; an effect the other way counts as inactive or inconclusive. The list is partial. The share of hits here may be higher or lower than overall.
SMILES,PKM2 act,Menin MLL FP TR,VP16 counter,Rab9 promoter act,FLuc modulator,NPC1 prom act,Mito fusion yeast,RORgamma inh,ELG1 repair inh,KCNH2 3.1 block,MBNL1-CUG inh
CC(C)n1cnc2c(Nc3cccc(Cl)c3)nc(NCCCO)nc21,1%,nt,-2%,-1%,?,23%,18%,20%,?,-2,-2%
COc1cc2[nH]c(=O)n(CCC(=O)N3CC=C(c4ccccc4)CC3)c(=O)c2cc1OC,-2%,-10%,-3%,7%,11%,2%,0%,6%,1%,8,-8%
CC(C)(CO)Nc1nc(Cl)nc(NC2CCCCC2)n1,-5%,nt,-15%,26%,-3%,2%,3%,25%,26%,31,7%
CCCCCCCCOC(=O)C[N+](C)(C)C/C=C(/C)Cl,4%,-21%,?,-13%,8%,-2%,-17%,79%,0%,5,-3%
CCC(=O)N(c1ccc(C(=O)O)cc1)c1nc(-c2ccc(OC)cc2)c(C)s1,0%,8%,3%,-6%,?,-4%,5%,-18%,0%,0,-4%
COc1ccccc1NC(=O)O/N=C(\N)c1ccccc1,2%,nt,-9%,0%,?,-1%,5%,15%,7%,-2,-12%
COc1ccccc1NC(=O)c1ccccc1NC(=O)c1cc(Cl)ccc1NC(=O)c1ccco1,5%,?,-9%,3%,9%,-1%,4%,0%,-20%,-19,8%
COc1ccccc1OCC(=O)Nc1c2c(nn1-c1ccc(C)cc1)CS(=O)(=O)C2,nt,nt,nt,1%,1%,1%,-12%,nt,?,5,nt
O=C(Cc1ccc2c(c1)OCCO2)N1CCN(S(=O)(=O)c2cccc(Cl)c2Cl)CC1,2.8µM*,11%,2%,1%,-1%,0%,22%,?,?,3,0%
COc1cc(CC(=O)N(C)CC(=O)Nc2cc(C)ccc2C)cc(OC)c1OC,1%,6%,-1%,0%,0%,-4%,-3%,-4%,-8%,5,-1%
COc1ccc(CNC(=O)c2cccc(S(=O)(=O)N3CCN(c4ccc(F)cc4)CC3)c2)cc1,nt,nt,nt,-9%,5%,-10%,?,nt,3.3µM*,?,nt
CN1C(=O)N(C)C2(CC1(C)C)CC(C)(C)N(C)C(=O)N2C,6%,-1%,1%,0%,-2%,-5%,-4%,-6%,7%,-1,-9%
Cc1nc(N)nc(N/N=C/c2c(F)cccc2Cl)n1,nt,?,7%,-2%,?,7%,1%,-1%,?,0,8%
Cc1ccc(OCc2cc(C(=O)Nc3ccccc3)oc2C)cc1,0%,15%,-1%,17%,19µM*,22%,0%,9%,?,-11,-3%
COc1ccccc1OCc1cc(C(=O)N2CC3C[C@@H]4CC2C[C@H](C3)C4)no1,nt,nt,-19%,3.5µM*,17µM*,4.5µM*,?,?,?,0,-1%
COc1ccc(CC(=O)NCc2nnc(SCC(=O)Nc3cccc(F)c3)n2C)cc1,3%,12%,-2%,-8%,15µM*,0%,0%,12%,-2%,13,1%
CCCCN(C(=O)c1ccc(S(=O)(=O)N(C)C)cc1)c1ccccc1,-5%,nt,4%,-4%,-1%,-4%,-1%,16%,-3%,3,7%
NS(=O)(=O)c1ccc(CCNC(=O)c2ccc(OCC3CCCO3)cc2)cc1 (stereo not given),-3%,?,-3%,1%,1%,-4%,8%,1%,18%,-3,?
Cn1cncc1C#Cc1ccc2cc(C3(O)CCCCC3)oc(=O)c2c1,nt,nt,nt,0%,-18%,-3%,-13%,nt,5%,5,nt
O=C(CCN1C(=O)c2ccccc2C1=O)Nc1ccc(-c2cn3ccsc3n2)cc1,28%,-13%,-13%,2.2µM*,2.7µM*,?,-1%,-10%,?,3,3%
C=CCN(CC(=O)NC1CCCC1)C(=O)C(=O)Nc1ccc2c(c1)OCCO2,1%,2%,-3%,-2%,-8%,-3%,4%,-14%,1%,8,3%
Cc1ccc(CN2CCN(CC(=O)O)C2=O)cc1,-2%,-5%,-4%,-6%,1%,1%,-3%,2%,-11%,2,-8%
Cc1nc(-c2ccccc2)ccc1C(=O)O,-26%,-3%,1%,-10%,-11%,-2%,0%,5%,8%,8,-8%
Cn1ncc(Cl)c1C(=O)N1CCN(S(=O)(=O)c2ccc(F)cc2)CC1,nt,nt,4%,-3%,3%,-5%,-3%,-18%,12%,21,-6%
COc1cccc(/C=C2\Oc3cc(OCC(=O)N4Cc5ccccc5C[C@H]4C(=O)O)ccc3C2=O)c1,1%,?,-6%,-1%,3µM*,0%,0%,6%,6%,-2,?
COCCNC(=O)C(=O)Nc1ccc(Br)cc1,3%,-10%,-19%,?,?,?,5%,5%,?,12,-12%
CCOC(=O)c1ccc(NC(=O)NCc2cccnc2)cc1,-2%,2%,-7%,4%,-11%,-3%,-1%,?,-19%,11,-27%
CCCNc1ncnc2c1cnn2-c1ccc(OC)cc1,-1%,-2%,?,0.4µM*,5.4µM*,0.5µM*,?,-41%,5%,nt,-5%
COc1ccc(/C=C2\N=C(SC)N(C)C2=O)cc1,-7%,nt,-18%,-3%,?,-8%,-1%,4%,?,17,?
Cc1ccccc1CNS(=O)(=O)c1c(C(=O)N2CCCCC2)c(C)n(C)c1C,nt,0%,2%,6%,0%,3%,0%,8%,14%,-23,-2%
c1ccc(NCc2nc(-c3ccccc3)no2)cc1,8%,32%[activator],-3%,?,17µM*,?,-1%,?,?,-29,-2%
CCCc1nc(N2CCN(C)CC2)c2sc(=S)n(-c3ccccc3)c2n1,?,-4%,-1%,2%,1%,-3%,4%,-1%,1%,5,-3%
N=c1n(CCN2CCCCC2)c2ccccc2n1CC(O)COc1ccccc1 (stereo not given),1%,-28%,-5%,2%,1%&0%,-4%,-1%,26%,?,?,-4%
O=C(NNC1CC(=O)N(c2ccccc2)C1=O)c1cccnc1 (stereo not given),0%,nt,-6%,-4%,0%,-1%,-2%,-23%,-2%,8,-9%
COc1ccc(C(=O)c2ccccc2Cl)cc1,-1%,-3%,1%,-1%,5%,-1%,0%,16%,-1%,-7,-2%
COc1ccc(C(=O)NC(=S)N2CCC(C)CC2)cc1Br,1%,nt,0.89µM*,0%,1%,-1%,3%,0.63µM*,15%,-5,1%
CC(C)c1ncc(S(=O)(=O)c2ccc(C(F)(F)F)cn2)c(N)n1,7%,nt,3%,-6%,0%,0%,-1%,0%,6%,10,0%
CCOc1cc(C(=O)Nc2cccnc2)cc(OCC)c1OCC,-7%,-2%,0%,-1%,0%,2%,2%,19%,-5%,8,-1%
COc1cc(NC(=O)c2ccc(Br)cc2)c(OC)cc1NC(=O)c1ccccc1,-2%,12%,?,3%,-1%,-4%,3%,?,4%,-15,-6%
Cc1cccc(OCCn2c(CCCO)nc3ccccc32)c1,-2%,-7%,-7%,-6%,1%,5%,-12%,7%,-1%,-7,9%
Cc1cc(C)nc(N/N=C/C(Cl)=C/c2ccccc2)n1,1%,6%,?,?,13µM*,?,-1%,-6%,?,-83*,?
COc1ccc(N2CCN(S(=O)(=O)c3cc(C)ccc3OC)CC2)cc1,6%,-7%,4%,0%,1%,0%,0%,20%,-3%,-18,-6%
COc1ccc(OCC(=O)NNC(=O)C2CCCO2)cc1 (stereo not given),-6%,0%,-4%,-1%,-9%,-1%,-1%,12%,15%,3,-2%
CCOc1ccccc1NC(=O)COC(=O)CN(C)S(=O)(=O)c1ccc(C)cc1,8%,-7%,-8%,8%,?,-2%,2%,1%,4%,3,-15%
CCC(C)c1ccccc1NC(=O)C(C)OC(=O)c1ccco1 (stereo not given),nt,nt,nt,-3%,3%,-3%,12%,nt,7%,-1,nt
O=C(c1ccc(Cl)cc1)C1CCCN(C(=O)c2csnn2)C1 (stereo not given),0%,14%,-3%,-3%,2%,-4%,-1%,8%,1%,10,3%
N#CC1=C(N)Oc2cc(N)ccc2C1c1ccccc1F (stereo not given),nt,18%,12%,-18%,-3%,-34%[inhibitor],2%,-34%,-15%,-7,11%
CCCC[C@H]1COCCS(=O)(=O)N1Cc1ccc(F)cc1,-5%,-16%,4%,2%,4%,-6%,0%,-25%,20%,-10,-2%
Cc1ccc(C(=O)N2CCCC(C(=O)c3ccc(Cl)cc3C)C2)cn1 (stereo not given),1%[0.46 µM],?,5%,-1%,1%,1%,-3%,28%,1%,-7,-4%
O=C(COc1ccc2ccccc2c1Br)Nn1cnnc1,-1%,2%,2%,14%,-26%,-6%,3%,-2%,-6%,-7,14%
Cc1ccc(S(=O)(=O)N2CCC(C(=O)Nc3ccc(S(=O)(=O)N4CCCC4)cc3)CC2)cc1C,nt,nt,nt,-8%,12%,-9%,-8%,nt,?,-2,nt

# Screening results (PubChem BioAssay)
